# From PubChem BioAssay
# LEDGF integ inh: blocks HIV-1 LEDGF/p75-dependent DNA integration | 0.64% of 370,000 active | inhibition, % at 3.7 µM | AID 743269 | TR-FRET IN-LEDGF/p75 DNA integration, Eu/Cy5;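 active = inhibition above the screen-wide mean plus 3 SD, cut at about 13% in these data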;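 note: signal is the Cy5 over europium emission ratio at 671 and 618 nm; 0% = plate median of compound wells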
# SIAE inh: blocks human sialic acid acetylesterase; SIAE FP-Rh probe binding, fluorescence polarization; inhibition, % at 9.66 µM; 0.69% of 370,000 active;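 active = inhibition above a cutoff: mean of compounds within the control limits plus 3 SD of those, cut at about 17% in these data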;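 note: 0% = plate median of compound wells and 100% = probe without SIAE protein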
# MBD2 inh: MBD2-methylated oligo binding inhibition; AID 686964; TR-FRET, MBD2 binding to methylated oligonucleotide; Q9UBB5; inhibition, % at 4.4 µM; 0.31% of 370,000 active; in the data active = inhibition above about 13%
# UHRF1 MBD2 ctr: UHRF1 methyl-DNA binding inhibition; Q96T88; UHRF1 binding to methylated oligo, TR-FRET; inhibition, % at 4.4 µM; 0.75% of 370,000 active; in the data active = inhibition above about 21%;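 note: UHRF1 SRA domain binding a hemimethylated CpG hairpin DNA probe; 0% = median of test compound wells and 100% = reference inhibitor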
# Target sequence (Q96T88 whole entry, looked up, the tested form may be a part): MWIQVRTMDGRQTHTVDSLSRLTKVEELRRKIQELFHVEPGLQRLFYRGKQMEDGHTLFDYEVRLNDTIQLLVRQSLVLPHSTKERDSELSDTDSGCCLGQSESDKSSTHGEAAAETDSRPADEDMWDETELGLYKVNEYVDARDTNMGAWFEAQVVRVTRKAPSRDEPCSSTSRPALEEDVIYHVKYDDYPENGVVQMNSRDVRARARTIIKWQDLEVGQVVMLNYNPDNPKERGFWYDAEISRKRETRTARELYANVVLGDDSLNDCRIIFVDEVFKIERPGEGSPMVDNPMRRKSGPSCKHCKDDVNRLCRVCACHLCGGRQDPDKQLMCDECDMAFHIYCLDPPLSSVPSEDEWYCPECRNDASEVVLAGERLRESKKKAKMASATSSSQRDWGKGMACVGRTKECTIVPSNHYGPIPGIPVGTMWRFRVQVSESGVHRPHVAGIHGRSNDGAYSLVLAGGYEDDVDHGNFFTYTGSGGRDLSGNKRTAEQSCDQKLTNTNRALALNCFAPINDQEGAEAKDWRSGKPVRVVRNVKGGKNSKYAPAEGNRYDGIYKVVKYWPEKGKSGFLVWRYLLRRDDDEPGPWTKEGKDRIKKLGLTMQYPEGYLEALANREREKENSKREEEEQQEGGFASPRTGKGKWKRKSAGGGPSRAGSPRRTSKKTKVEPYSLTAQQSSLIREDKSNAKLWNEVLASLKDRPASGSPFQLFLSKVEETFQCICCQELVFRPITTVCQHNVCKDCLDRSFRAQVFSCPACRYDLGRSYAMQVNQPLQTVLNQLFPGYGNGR
# PRMT1 inh: blocks human protein arginine methyltransferase 1; Q99873; recombinant PRMT1, activity-based probe fluorescence polarization; inhibition, % at 2.79 µM; 1.3% of 370,000 active; AID 652257;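 active = inhibition above about 21% made by adding two undisclosed values, limit read from the data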
# DDE Tn7 FP inh: inhibitors of Tn7 peptide binding to human fibrin DD(E); FP displacement of FITC-Tn7 peptide from fibrin DD(E); 0% = median of compound wells per plate; inhibition, % at 8.3 µM; 0.13% of 370,000 active; P02675;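 active = inhibition above the mean of compounds falling within the control limits plus 3 SD of them, cut at about 14% in these data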;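 note: 0% = plate median of compound wells and 100% = 10 µM Aha-Tn7 peptide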
#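 Assay system: Fibrin-DD(E) protein isolated from polymerized human fibrin clots; read-out basis: percent inhibition; medium: Tris/NaCl/CaCl2 buffer, pH 7.8; signal: FP measurement; incubation: 10 min plus 3 h, room temperature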
# TDP2 inh: TDP2 (human) inhibition, absorbance primary screen; inhibition, % at 12.8 µM; O95551; 0.34% of 370,000 active; AID 720702; recombinant TDP2, T5PNP hydrolysis, p-nitrophenol absorbance 415 nm;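 active = inhibition above the mean of all tested compounds plus 3 SD, set per campaign, cut at about 25% in these data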;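 note: 0% = DMSO with enzyme and 100% = buffer with substrate but no TDP2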
#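 Test system: Human TDP2 enzyme | Reagent: 5 mM T5PNP | Compound dosing: 12.8 µM single point, 1% DMSO | Incubation: Enzyme reaction with compound for 2 h at 37 °C | Technique: p-Nitrophenol epi absorbance | Read-out: % inhibition relative to enzyme-containing and enzyme-free wells | Benchmarks: High control without enzyme, low control DMSO plus TDP2 | Replicates: Singlicate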
# TCR CD3 inh: blocks the human TCR-CD3 interaction; inhibition, % at 9.4 µM; AID 651800; 0.37% of 360,000 active; TAMRA-labeled TCR probe fluorescence, biochemical; in the data active = inhibition above about 19%;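 note: recombinant mutant TCR 2C K166C tagged with TAMRA read by polarization; 0% = receptor in buffer alone and 100% = receptor with positive control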
# proKLK7 act: proKLK7 (human) activation, primary screen. activation, % at 7 µM. AID 652039. 0.9% of 370,000 active. purified proKLK7, EDANS-DABCYL substrate fluorescence; 100% is mature enzyme control, 0% vehicle;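 active = activation above the mean of all tested compounds plus 3 SD, computed per campaign excluding outliers beyond control limits, cut at about 13% in these data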
# Target sequence (P49862 whole entry, looked up): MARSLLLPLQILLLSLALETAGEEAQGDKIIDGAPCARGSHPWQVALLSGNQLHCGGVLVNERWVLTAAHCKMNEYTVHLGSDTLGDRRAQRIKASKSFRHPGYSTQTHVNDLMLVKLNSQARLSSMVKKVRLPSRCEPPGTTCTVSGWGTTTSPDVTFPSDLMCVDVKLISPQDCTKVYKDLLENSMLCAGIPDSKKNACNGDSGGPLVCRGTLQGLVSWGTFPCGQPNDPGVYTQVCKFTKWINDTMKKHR
# Tn6 DDE FP: DD(E)-Tn6 binding inhibition, primary FP screen | P02675 | 0.21% of 370,000 active | Fibrin DD(E) TRITC-Tn6 fluorescence polarization displacement | inhibition, % at 8.3 µM | AID 720509;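 active = inhibition above a per-campaign cutoff: mean of compounds within control limits plus 3 SD, cut at about 15% in these data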;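 note: 0% = median of all compound wells on the plate and 100% = blocking peptide control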
# Numbers without * were called inactive; nt = no result given. Not a hit list; about 4.6% have a hit in one of these screens.
SMILES,LEDGF integ inh,SIAE inh,MBD2 inh,UHRF1 MBD2 ctr,PRMT1 inh,DDE Tn7 FP inh,TDP2 inh,TCR CD3 inh,proKLK7 act,Tn6 DDE FP
O=c1[nH]c2cccnc2n1-c1ccc([N+](=O)[O-])cc1,-1,-5,-2,-4,-2,-2,-5,7,0.4,-7
O=C(O)C1C(c2ccccc2)C(C(=O)N2CCOCC2)C1c1ccccc1 (centres undefined),2,-1,2,-1,-3,-5,0,5,1.2,2
COc1ccc(Br)cc1S(=O)(=O)Nc1cccc(C)n1,8,-3,-7,2,-1,0,-18,-7,0.7,-5
O=C(c1ccc(COc2ccccc2Cl)o1)N1N=C(C(F)F)CC1(O)C(F)F (centres undefined),3,-2,-7,-4,-4,-1,-8,5,-0.3,-4
COc1ccc(C(=O)Oc2c(OC)cc(C(=S)N3CCOCC3)cc2OC)cc1OC,0,0,-4,-1,6,-1,2,-1,-0.4,2
O=C(COC(=O)c1ccccn1)NCCc1ccc(Cl)cc1,1,2,-2,-1,-2,-4,10,3,0.4,11
CCCN1C(=O)CC(=O)N=C1SCC(=O)Nc1ccccc1F,1,3,-1,2,11,6,4,-5,-0.8,-2
CC1(C)CC(NC(=O)C23CCC(C)(/C(=N/O)C2)C3(C)C)CC(C)(C)N1 (centres undefined),1,-8,2,1,-1,-6,-7,2,0.5,-3
O=C(CN1CCCc2ccccc21)NCCc1ccc(F)cc1,0,-8,2,-2,3,1,12,4,1.1,-1
C/C(=N\NC(=O)c1ccccc1OCc1ccc(F)cc1)c1ccccn1,2,-8,-3,-5,-4,-2,1,-3,-0.6,-5

# Three records picked at random from those above:
SMILES,LEDGF integ inh,SIAE inh,MBD2 inh,UHRF1 MBD2 ctr,PRMT1 inh,DDE Tn7 FP inh,TDP2 inh,TCR CD3 inh,proKLK7 act,Tn6 DDE FP
CCCN1C(=O)CC(=O)N=C1SCC(=O)Nc1ccccc1F,1,3,-1,2,11,6,4,-5,-0.8,-2
O=C(COC(=O)c1ccccn1)NCCc1ccc(Cl)cc1,1,2,-2,-1,-2,-4,10,3,0.4,11
O=C(O)C1C(c2ccccc2)C(C(=O)N2CCOCC2)C1c1ccccc1 (centres undefined),2,-1,2,-1,-3,-5,0,5,1.2,2

# More entries follow.
SMILES,LEDGF integ inh,SIAE inh,MBD2 inh,UHRF1 MBD2 ctr,PRMT1 inh,DDE Tn7 FP inh,TDP2 inh,TCR CD3 inh,proKLK7 act,Tn6 DDE FP
Cc1ccc(Cn2nnc3c2-c2ccccc2S(=O)(=O)N(C)C3)cc1,0,3,1,1,1,-1,-5,nt,0.9,-1
O=C(NCCC1CCCCN1S(=O)(=O)c1ccc(Cl)cc1)C(=O)NCc1ccco1 (centres undefined),-3,0,1,0,4,1,0,-5,0.9,12
O=C(Nc1nc2c(s1)CCCC2=O)c1cnccn1,2,-4,-2,1,1,-2,3,-12,0.2,-5
O=C(NCc1cccnc1)c1cccc2c1C(=O)N(C1CCCCC1)C2,-1,2,0,0,2,2,0,5,-0.6,5
COc1cccc(C(=O)Oc2ccccc2/C=C\C(=O)c2cc3ccccc3o2)c1,0,-24,-5,-1,3,-2,8,-6,0.7,-5
Cc1ccc(N(Cc2ccccc2)C(=O)c2ccc(S(=O)(=O)N3CCOCC3)cc2)cc1,-1,4,-3,0,0,1,-10,6,0.2,4
COc1cccc(NC(=O)Cn2c(=O)n(CC3CCCO3)c(=O)c3ccccc32)c1 (centres undefined),13,-2,-4,0,-4,1,10,1,0.7,0
CCCCCn1c(CCNC(=O)CCC)nc2ccccc21,-2,2,0,0,-2,0,-1,7,-0.3,-3
O=S1(=O)CCOC[C@H](CC2CCCCC2)N1Cc1ccccc1,-3,-4,7,4,0,1,-2,-4,0.5,-7
CC(C)NC(=O)c1onc(CSc2cccc3ccccc23)c1C(=O)O,0,-8,-6,1,1,0,3,-2,-0.4,-7
Cn1cccc1Cc1nnc(SCC(=O)Nc2ccccc2F)n1-c1ccc(F)cc1,-8,-1,11,-1,10,9,-5,-2,0.1,-3
Cc1nc2cc(C(=O)O)ccc2n1-c1ccc(F)cc1F,-1,5,-2,3,0,-7,1,11,0.4,1
Cn1nnc2cc(NC(=O)Nc3cccc(Cl)c3)ccc21,5,-77,-6,-2,-7,7,-9,-6,0.3,-6
COc1ccccc1C(=O)C1CCCN(C(=O)c2snnc2C)C1 (centres undefined),-1,0,0,0,2,4,2,4,0.3,7
CN(C)c1ccc(P(=O)(OCc2ccccc2)C(O)c2ccc(Br)cc2)cc1 (centres undefined),-2,1,-1,1,-3,2,18,5,1.1,8
Cc1ccc(C(=O)NC(NC(=S)Nc2ccc(S(N)(=O)=O)cc2)C(Cl)(Cl)Cl)cc1 (centres undefined),0,-129,2,-3,-2,5,8,19,-0.1,-7
Cc1ccccc1C(=O)NC(=S)Nc1sc2c(c1C#N)CCC(C)C2 (centres undefined),2,2,-6,0,5,8,5,-7,0.6,-2
Cc1cc(C)cc(CC(=O)N2CCC2(C)C(=O)NS(=O)(=O)c2ccc(C#N)cc2)c1 (centres undefined),0,4,2,3,0,-4,10,-1,-0.3,-2
O=C(NC(c1ccc(-c2ccccc2)cc1)c1cnccn1)C1CCN(CCN2C(=O)c3ccccc3C2=O)CC1 (centres undefined),1,-3,-2,-3,-1,4,-9,1,-0.1,-1
O=C1CN(C(=O)/C=C/c2ccccc2)CCN1,-6,-3,3,-1,3,6,-8,-8,-0.2,-1
O=P(/C(=N/O)Sc1ccccc1)(N1CCOCC1)N1CCOCC1,-5,-3,9,5,6,6,-9,5,-0.9,-12
NC(=O)CN1C(=O)C(O)(CC(=O)c2ccccc2O)c2ccccc21 (centres undefined),0,1,3,-5,0,4,2,6,-0.6,6
O=C(NCc1ccccc1)C1CCN(C(=O)NCc2ccccc2)CC1,1,6,0,5,-4,-5,0,5,-0.2,1
COc1ccc(CCC(C)Nc2cccc(C)c2)cc1 (centres undefined),0,7,0,-2,2,0,1,3,0.3,4
CCOC(=O)C(=O)NC1CC=CCC1c1ccc2c(c1)OCO2 (centres undefined),-3,-1,-4,-2,2,0,1,6,0.3,3
Cc1ccc(S(=O)(=O)N(CC(=O)NCc2ccco2)Cc2ccc(F)cc2)cc1,0,-4,0,-1,-4,2,2,1,0.1,2
CC(=O)Nc1ccc(C)c(NS(=O)(=O)c2cccc(C(F)(F)F)c2)c1,-2,1,-2,6,-3,-1,-6,-8,1.0,5
O=C(CCN1C(=O)/C(=C/c2ccc(F)cc2)SC1=S)N[C@@H](CO)Cc1ccccc1,1,-10,-1,0,2,-2,0,-16,0.4,-3
CC1=CC2=NC(=O)/C(=C\c3ccc(OC(=O)c4ccco4)cc3)C(=N)N2O1,2,-3,-6,5,-4,-1,-14,-6,0.0,1
Cc1cc(CNC(=O)C(C)n2cc([N+](=O)[O-])cn2)c2ccccc2n1 (centres undefined),-4,8,4,1,5,2,12,-6,-0.9,0
COC(=O)C(C(=O)OC)C(C[N+](=O)[O-])c1ccc(OC)c(OC)c1 (centres undefined),1,-4,-2,-1,2,0,13,5,-0.3,4
CCC1CCCN1Cn1cnc2c([nH]c3ccccc32)c1=O (centres undefined),1,-2,1,0,2,-9,3,-8,1.9,2
CC(=O)Nc1ccc(SCC(=O)Nc2ccc3c(c2)OCCO3)cc1,-2,1,0,-1,58*,6,-4,5,0.7,6
Cc1ccccc1Nc1nc(N2CCOCC2)nc(N2CCOCC2)n1,-7,-2,-6,1,4,-4,0,-1,0.4,1
CC(C)CC(NC(N)=O)C(=O)Nc1ccc2c(c1)OCO2 (centres undefined),4,-3,5,2,-1,3,-27,7,-0.7,3
COc1ccc(OC)c(Nc2cc(C(=O)NCCCN3CCOCC3)c3ccccc3n2)c1,-1,-4,0,-3,1,-3,3,4,0.8,-1
CCCn1nnnc1NCc1ccc(N2CCCC2)cc1,0,14,1,7,1,5,-8,2,1.0,7
CC1=CCC(C(=O)O)(C(=O)N/N=C/c2cccs2)C(c2ccc(Cl)cc2)C1 (centres undefined),-3,-9,6,2,3,-5,-12,-6,0.6,-8
Cc1ccc(C(=O)N/C(=C\c2ccccc2)C(=O)NCC2CCCO2)cc1 (centres undefined),3,-4,1,4,4,-4,4,-2,0.1,11
COc1ccc(C(C)NC(=S)NC2CCCCC2)cc1OC (centres undefined),-3,4,1,-1,-2,-5,-1,1,-0.2,2

# Only DDE Tn7 FP inh, for two of the compounds above:
canonical_smiles | DDE Tn7 FP inh
C/C(=N\NC(=O)c1ccccc1OCc1ccc(F)cc1)c1ccccn1 | -2
Cc1ccc(Cn2nnc3c2-c2ccccc2S(=O)(=O)N(C)C3)cc1 | -1

# (cont.)
SMILES,LEDGF integ inh,SIAE inh,MBD2 inh,UHRF1 MBD2 ctr,PRMT1 inh,DDE Tn7 FP inh,TDP2 inh,TCR CD3 inh,proKLK7 act,Tn6 DDE FP
Cn1c(=O)[nH]c(Nc2ccccc2)c([N+](=O)[O-])c1=O,1,4,1,-2,5,4,13,-8,-0.1,4
N#Cc1ccc(CN2CCN(C(=O)c3ccc(S(=O)(=O)N4CCCCCC4)cc3)CC2)cc1,-2,4,0,3,4,0,-2,-1,-1.1,1
Cc1ccccc1NC(=O)C(C)Sc1nnc(-c2ccncc2)n1CC1CCCO1 (centres undefined),3,1,-3,0,-4,2,1,-1,0.6,-4
CC(/C=N/Nc1nc2ccccc2[nH]1)=C\c1ccccc1,7,11,4,-3,4,0,-12,-3,0.0,-4
Cc1nc(Nc2ccc(F)cc2)[nH]c(=O)c1CCC(C)C,-5,-2,-1,-1,-3,-2,4,-2,-0.1,6
O=C(CN1CCOCC1)NC1CC2CCC1C2 (centres undefined),1,5,-2,-1,0,6,-5,-8,-0.7,9
Nc1nnc(-c2cn(-c3ccccc3)nc2-c2ccc(Cl)cc2)o1,-3,6,0,-2,-2,-5,-8,0,-0.7,-4
O=C(CSc1nc2ccccc2[nH]1)Nc1c(F)cccc1F,0,2,-5,-1,-3,1,-2,4,0.2,-3
CSc1ccccc1NC(=O)c1ccc(CN2CCOCC2)cc1,2,0,3,-1,-3,3,-5,-1,0.1,5
COC(=O)[C@@]12CCCCC=C1N(CCc1ccc(Cl)cc1)C(=O)[C@H]2CC(=O)NCc1ccc(C)o1,-1,-5,5,-1,2,1,-5,nt,0.4,1
O=C(CN(C(=O)c1csnn1)c1cccc2c1CCCC2)NCc1ccccc1,1,8,0,-3,-3,1,5,7,-0.2,3
O=C(Nc1ccc(Cl)cc1N1CCOCC1)C1CCCO1 (centres undefined),1,8,2,-1,-1,4,11,3,-0.2,-3
Cc1c(C(=O)Nc2cccc(Cl)c2)c2ccccn2c1CCc1ccncc1,0,7,0,-1,3,-5,1,1,-3.4,-2
CC(=O)c1cccc(NC(=O)C(C)OC(=O)CCc2nc3ccccc3c(=O)[nH]2)c1 (centres undefined),0,2,3,3,-1,5,6,2,-0.1,6
COc1ccc(C(=O)NCC(=O)OCC(=O)Nc2ncc(Cl)cc2Cl)cc1[N+](=O)[O-],3,8,-7,-1,6,0,9,10,-0.5,-1
CCCCCOC(=O)C1=C(C)NC(=O)NC1c1ccccc1OCC (centres undefined),4,-5,-1,3,2,1,-14,-7,-0.1,-2
